# Screens as filed in PubChem.
# TDP43 rescue: rescues yeast growth from TDP-43 toxicity; TDP-43 expressing yeast growth rescue, BacTiter-Glo, 24 h; Potency, µM (doses to about 46.1 µM), for the others: at the highest dose growth rescue (activation), usual class: activators; actives 1.8% (n = 410,000); AID 652104; note: potency is the fitted concentration of half-maximal effect; % of control where 0% means no effect; nearly all actives have a fitted effect of over 50% in size
#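 Growth rescue of TDP-43-toxic yeast measured as ATP luminescence (BacTiter-Glo). Cells grown to mid-log in raffinose, induced in galactose at OD600=0.02, exposed to compound 24 hr at 30 deg C.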
# aSyn yeast inh: inhibitors of alpha-synuclein toxicity in yeast. AID 652106. actives 0.14% (n = 370,000). Yeast expressing alpha-synuclein, growth rescue, BacTiter-Glo, 24 h. Potency, µM (doses to about 46.1 µM), inactives show at the top dose growth rescue (activation), usual class: activators; note: potency is the fitted concentration of half-maximal effect; % of control where 0% means no effect; nearly all actives have a fitted effect of over 65% in size
#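 Screening used galactose-induced yeast with toxic alpha-synuclein levels, exposed to compound for 24 hr at 30 deg C. Cell growth, read with BacTiter-Glo luminescence, gave the measured signal.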
# Akt phos inh: Akt phosphorylation inhibition. Neuro2A IGF-stimulated pAkt S473 HTRF, 20 min; active compounds read low. activity change, % for hits at 50 µM. actives 0.32% (n = 360,000). AID 651550; in the data active = activity change below about -80%; inconclusive = mostly about -51% to -80%; note: % is set by controls: 0 for no effect and ±100 for the full control effect
#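 Single-point screen (50 µM final compound) in Neuro2A cells stimulated 20 min with 6 nM IGF at 37 deg C. After lysis, Ser473-phosphorylated Akt read by HTRF (ex 330 nm, em 615/665 nm) as the 665/615 ratio.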
# Abeta rescue: A-beta toxicity reversal in yeast; yeast expressing A-beta42, growth rescue, OD600, 48 h; response scale: 0% DMSO, 100% iron-clioquinol control; Potency, µM (series often up to 46.1 µM), inactives show at the highest dose growth rescue, actives largely listed as activators; actives 0.063% (n = 410,000); note: potency is the fitted concentration of half-maximal effect; nearly all actives have a fitted effect of over 55% in size
#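 Growth rescue measured by 600 nm absorbance after 48 h yeast culture at 30 C with compound. Values normalized between DMSO and an equimolar ferric chloride plus clioquinol control.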
# GLP-1R agonist: agonists of human GLP-1 receptor. Potency, µM (titrated, usually from 45.6 µM), for inactives: at the highest dose activation, most hits filed as activators. actives 0.007% (n = 380,000). HEK293 GLP-1R CRE-luciferase, luminescence, 4-6 h; cells express a hypersensitive GLP-1R form. P43220; note: potency is the fitted concentration of half-maximal effect; % of control where 0% means no effect
# DRD3 antagonist: D3 dopamine receptor (human) antagonism; actives 2.5% (n = 360,000); D3R cells, DiscoveRx beta-arrestin luminescence, antagonist mode; active compounds read low; max response, negative = inhibition, %; P35462; AID 652054; in the data active = max response below about -50%; inconclusive = no clear call, values can overlap the other calls; note: % is set by controls: 0 for no effect and ±100 for the full control effect; mostly tested at two doses, the higher about 12 µM
# Target sequence (P35462 whole entry, looked up): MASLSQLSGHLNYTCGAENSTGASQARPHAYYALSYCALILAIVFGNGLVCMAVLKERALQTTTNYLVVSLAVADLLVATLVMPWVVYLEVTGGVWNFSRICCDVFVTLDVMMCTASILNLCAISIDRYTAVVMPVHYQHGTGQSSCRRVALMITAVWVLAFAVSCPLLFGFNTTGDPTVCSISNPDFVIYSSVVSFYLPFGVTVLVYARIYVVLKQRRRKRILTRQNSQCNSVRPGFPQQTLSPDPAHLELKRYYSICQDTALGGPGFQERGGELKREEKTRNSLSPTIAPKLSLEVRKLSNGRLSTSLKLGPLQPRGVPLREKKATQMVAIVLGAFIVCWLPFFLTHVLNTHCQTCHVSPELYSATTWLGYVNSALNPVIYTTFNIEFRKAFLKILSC
#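 Cells plated overnight at 1500 cells/well, then exposed to library compounds with dopamine controls for 90 minutes at 37 degrees C. DiscoveRx reagent added for 30–60 minutes at room temperature; luminescence read, quantitative HTS format.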
# GLP1R inv ag: acts as inverse agonist at human GLP-1 receptor; HEK293 GLP-1R CRE-luciferase, luminescence, 24 h; GLP-1R form is constitutively active; Potency, µM (doses to about 38.3 µM), for inactives: at the highest dose activity change, negative = inhibition, usual class: inhibitors; actives 1.6% (n = 410,000); note: potency is the fitted concentration of half-maximal effect; % is set by controls: 0 for no effect and ±100 for the full control effect; nearly all actives have a fitted effect of over 55% in size
#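 Seeding at 200 cells/uL, 12 h culture, 24 hr compound treatment, then luciferase reagent and a luminescence read; cells are HEK293 stably expressing a constitutively active GLP-1R plus cAMP-responsive luciferase.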
# FUS suppressor: rescues growth of FUS-expressing yeast. S. cerevisiae FUS-expressing, growth rescue, OD600, 24 h. Potency, µM (top dose mostly 76.6 µM), for inactives: at the highest dose growth rescue (activation), hits mostly activators. actives 0.24% (n = 390,000). AID 1347120;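 note: potency is the fitted concentration of half-maximal effect; plate controls were DMSO vehicle for no effect and reference control for full effect; nearly all actives have a fitted effect of over 55% in size; some results filed as inactive show a strong effect at the top dose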
#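 Quantitative HTS measuring growth restoration of FUS-toxic yeast. Galactose-induced cells (OD 0.005) were exposed 24hr at 30C to compounds at several concentrations, then absorbance at 600 nm was recorded.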
# PTHR1 ag: agonists of human PTHR1 parathyroid hormone receptor. Potency, µM (highest dose often 115 µM), inactives show at the top dose activation, hits mostly activators. HEK293 GP2 PTHR1 cells, GloSensor cAMP luminescence, 1 h. actives 0.075% (n = 410,000). Q03431. AID 743266; note: potency is the fitted concentration of half-maximal effect; nearly all actives have a fitted effect of over 55% in size; some results filed as inactive show a strong effect at the top dose; inactives centre near -15; many of its hits are not listed in these tables
# Target sequence (Q03431 whole entry, looked up): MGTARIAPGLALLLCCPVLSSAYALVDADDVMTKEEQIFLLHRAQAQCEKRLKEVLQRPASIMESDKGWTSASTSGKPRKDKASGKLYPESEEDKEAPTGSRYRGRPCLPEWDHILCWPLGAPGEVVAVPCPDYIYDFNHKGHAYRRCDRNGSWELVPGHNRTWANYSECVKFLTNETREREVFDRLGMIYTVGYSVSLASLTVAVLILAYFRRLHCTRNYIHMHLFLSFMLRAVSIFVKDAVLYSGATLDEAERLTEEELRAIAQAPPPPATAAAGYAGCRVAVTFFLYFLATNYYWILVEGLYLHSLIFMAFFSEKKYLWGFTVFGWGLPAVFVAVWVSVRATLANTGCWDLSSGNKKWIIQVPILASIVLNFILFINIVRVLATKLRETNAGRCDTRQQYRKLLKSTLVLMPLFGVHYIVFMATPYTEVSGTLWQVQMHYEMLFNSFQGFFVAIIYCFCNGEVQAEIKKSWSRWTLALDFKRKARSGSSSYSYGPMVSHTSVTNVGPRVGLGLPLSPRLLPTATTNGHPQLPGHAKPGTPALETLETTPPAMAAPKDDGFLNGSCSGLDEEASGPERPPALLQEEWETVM
#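 HEK-293-derived GP2 cells expressing PTHR1 and a GloSensor cAMP reporter, 3,000/well, plated overnight, given luciferin plus IBMX (each 0.5 mM as added) for 1 h at 37 °C, then compound for 1 h at 37 °C. Luminescence was read after 15 min at room temperature.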
# Numbers without * were called inactive; i = inactive; ? = inconclusive; · = no result given; [ ] = remark or other dose. Unless noted, calls come from the whole dose curve; as a rule, active = well fitted curve in the direction sought with a large enough effect; inconclusive = small, poorly fitted or top-dose-only effect, or another doubt; inactive = no such curve, though single readings can be large; an effect the other way counts as inactive or inconclusive. Some of the compounds tested, so the mix of outcomes need not match the whole.
# Screens in order – TDP43 rescue	aSyn yeast inh	Akt phos inh	Abeta rescue	GLP-1R agonist	DRD3 antagonist	GLP1R inv ag	FUS suppressor	PTHR1 ag
Cc1ccc(S(=O)(=O)NCCC(=O)NC2CCCCC2)cc1
→ 4.7%	2.0%	i	2.2%	-8.6%	9.5	14.3%	·	i
CCOC(=O)C1=CN(Cc2cccc(F)c2)S(=O)(=O)N(CC)C1c1ccccc1 (stereo unspecified)
→ -6.1%	-7.9%	i	-15.2%	7.2%	-25.5	?	9.1%	-16.2%
CC(C)C(=O)NC(=O)COC(=O)/C=C/c1cccs1
→ -3.6%	0.4%	i	-16.3%	0.7%	1.4	2.7%	-17.0%	i
CCN(CCn1cccn1)C(=O)CC1C(=O)NCCN1CC1CCCCC1 (stereo unspecified)
→ -4.9%	-1.1%	i	-17.0%	5.2%	-8.8	8.9%	12.1%	i
CCOC(=O)C1=C(N)N2C(=O)C(C)SC2=C(C(=O)OC)C1c1ccccc1OC (stereo unspecified)
→ -32.6%[inhibitor]	-3.3%	i	-36.6%[inhibitor]	0.6%	16.1	1.9%	-19.5%	i
O=C(Nc1ccc(F)c(Cl)c1)c1cc(C2CCCN(S(=O)(=O)c3cccc4cccnc34)C2)on1 (stereo unspecified)
→ ?	2.9%	i	9.8%	-3.2%	41.3	?	29.3%	-3.4%
COC(=O)c1c[nH]n2c(=O)cc(C)nc12
→ -13.4%	0.3%	i	8.5%	-9.9%	13.2	0.0%	-2.6%	-8.3%[57.5 µM]
CC(=Cc1cccs1)C(=O)c1ccccc1
→ 0.0%	-9.6%	i	-7.7%	11.7%	5.7	3.6%	-10.9%	i
O=c1[nH]n2cc(-n3cc([N+](=O)[O-])cn3)cnc2c1Br
→ 0.4%	-5.8%	i	-11.2%	-1.6%	11.1	19.1%	7.3%	-10.6%
Cc1ccc2c(C(=O)CN3CCC4(CC3)OCCO4)c(C)[nH]c2c1
→ 8.4%	-5.2%	i	-10.1%	-2.8%	9.4	-6.6%	0.0%	i
COc1ccccc1/C=N/NS(=O)(=O)c1ccccc1
→ 17.1%	4.8%	i	-3.3%	-1.1%	3.7	14.4%	-31.0%	i
COc1ccc(C2=CC(=O)OC3(CCCC3)O2)cc1
→ 15.8µM*	0.5%	i	-9.9%	13.9%	16.5	15.9%	2.3%	-7.1%
CN1CCc2ccccc2C1C1CCNCC1 (stereo unspecified)
→ -16.2%	-10.5%	i	10.1%	3.0%	-14.9	-19.0%	17.0%	-5.7%[57.5 µM]
Cc1ccc2nc(-c3ccc(NC(=O)CNC4CC4)cc3)sc2c1
→ 23.6%	8.2%	i	-31.4%[inhibitor]	-5.5%	6.3	12.6µM*	-14.9%	-90.9%[inhibitor]
C[C@@H](c1ccccc1)N1C[C@H](COCc2ccccc2)Oc2cc(N3CC[C@@H](N(C)C)C3)ccc2S1(=O)=O
→ 22.5%	-1.4%	i	-9.0%	-1.0%	-12.4	?	23.8%	-14.0%
COc1ccc2nc3oc(C(=O)N4CCN(c5cccc(Cl)c5)CC4)cc3cc2c1
→ 2.8%	7.7%	i	3.5%	7.6%	15.8	6.5%	-8.2%	-34.5%[inhibitor]
CN1OC[C@@H]2CN(Cc3ccc(Cl)cc3)[C@H](c3ccc(-n4ccnc4)cc3)C[C@@H]21
→ 9.6%	4.5%	i	-4.6%	1.7%	13.7	-18.8%	-13.1%	-19.3%
O=c1c(O)c(-c2ccc3c(c2)OCO3)oc2ccccc12
→ -15.2%	2.7%	i	-12.0%	-10.5%	14.1	?	7.4%	i
COC(=O)[C@@H]1C[C@@]2(O)[C@@H](O)[C@@H](O)[C@@H](O)C[C@H]2N1Cc1cc(OC)cc(OC)c1
→ -2.4%	-2.3%	i	7.3%	5.2%	-23.0	18.9%	-4.8%	13.9%
O=C(CCc1ccccc1)Nc1cc(S(=O)(=O)N2CCOCC2)ccc1N1CCCC1
→ -6.5%	-2.9%	i	-3.7%	1.2%	-15.2	20.3%	13.1%	-41.3%[inhibitor]
Brc1ccc(/C=N/Nc2nc3ccccc3o2)cc1
→ 7.0%	-6.2%	i	-1.3%	-1.9%	?	-17.7%	-10.5%	-21.4%
COc1ccc(CCn2c(C(C)C)nc3c(c(=O)c4ccccc4n3C)c2=O)cc1
→ -41.8%[inhibitor]	0.7%	i	-19.8%	1.0%	29.4	13.4%	-6.7%	-32.5%[inhibitor]
COc1ccc(OC)c(NC(=O)C2CC(C)=C(C)CC2C(=O)O)c1 (stereo unspecified)
→ ?	1.5%	i	8.8%	-11.9%	-7.6	-1.8%	38.1%	i
CC(=O)c1cccc(NC=C2C(=O)OC3(CCCCC3)OC2=O)c1
→ 24.0%	1.7%	i	-10.1%	1.8%	-22.6	0.3%	-23.9%	-12.8%
CCOC(=O)c1ccc(NC(=O)c2ccccc2)cc1
→ -19.5%	-8.5%	i	0.0%	1.1%	-6.8	-97.9%	-5.9%	i
CCc1nnc(NC(=O)c2nc3nc(C)cc(C)n3n2)s1
→ 22.2%	-6.5%	i	12.5%	-5.5%	-15.4	-1.9%	·	i
CCOc1ccccc1NC(=O)CC1NCCNC1=O (stereo unspecified)
→ -5.1%	2.1%	i	1.6%	-13.1%	1.2	-8.8%	0.1%	-13.0%[57.5 µM]
O=[N+]([O-])c1cccc(Nc2nc(Cl)nc(Cl)n2)c1
→ -5.7%	3.9%	i	-4.4%	0.9%	-10.0	13.7%	12.7%	-7.2%
O=C(N1CCCC1)C(F)(F)Oc1ccc(F)cc1
→ -2.8%	-0.2%	i	-1.8%	8.1%	-1.5	13.1%	15.1%	i
COc1cc(-c2cc(C(F)(F)F)n3ncc(C(=O)O)c3n2)cc(OC)c1OC
→ 3.3%	-2.5%	i	0.9%	-1.1%	-8.9	-8.1%	?	i
N#Cc1ccccc1CSc1nnc2ccc3ccccc3n12
→ 15.8%	·	·	-8.2%	·	·	3.6%	14.3%	-3.3%
O=C(NCCc1c[nH]c2ccccc12)/C(=C/c1cccnc1)NC(=O)c1ccco1
→ 2.3%	-4.6%	i	4.2%	3.1%	0.0	-0.4%	-13.8%	-11.7%
CC1(Oc2ccc(Cl)cc2)CCN(Cc2ccc(-c3ccccn3)cc2)C1 (stereo unspecified)
→ 2.5%	1.5%	i	-10.0%	-0.2%	-121.2*	-27.3%	10.3%	-42.6%[inhibitor]
O=c1cc(CN(Cc2ccccc2)Cc2ccccc2)c2ccccc2o1
→ 25.3%	6.5%	i	23.4%	-1.8%	-16.0	?	18.9%	i
CS(=O)(=O)N1CCN(c2ccc(NC(=O)c3ccc([N+](=O)[O-])o3)cc2)CC1
→ 0.4%	-2.4%	i	-12.0%	-3.0%	?	14.1%	?	-14.6%
Cc1c(C(=O)N2CCCCCC2)c(S(=O)(=O)Nc2ccc(OC(F)(F)F)cc2)c(C)n1C
→ -2.9%	·	·	-22.4%	·	·	?	39.8%	i
CN(C)CCCn1c(=S)[nH]c2sc3c(c2c1=O)CCCC3
→ -23.8%	-2.0%	i	-14.6%	9.0%	3.7	?	18.9%	i
CC(=O)N/N=C/c1cc([N+](=O)[O-])ccc1OCCOc1ccccc1
→ -46.1%[inhibitor]	-1.5%	i	-8.1%	9.4%	-0.1	13.6%	5.2%	i
CCOc1ccc(C2c3c(-c4ccccc4O)n[nH]c3C(=O)N2Cc2ccncc2)cc1 (stereo unspecified)
→ 21.1%	·	·	-3.3%	·	·	-17.1%	25.0%	i
Cc1c(NS(=O)(=O)c2cc(C(=O)NCc3ccco3)cc(Cl)c2Cl)c(=O)n(-c2ccccc2)n1C
→ -12.9%	2.2%	i	3.6%	5.2%	-9.1	-16.8%	28.0%	-1.4%
Cc1cccc(C)c1NS(=O)(=O)c1ccc(-c2ccc(=O)[nH]n2)o1
→ -2.9%	3.1%	i	5.1%	3.6%	-0.3	5.4%	-4.3%	5.4%
COc1ccc(NC(=O)c2c3c(nc4ccccc24)CCC3)cc1
→ -6.7%	-1.0%	i	-7.2%	-15.8%	-20.2	1.5%	10.2%	-12.9%[57.5 µM]
CC1CN(S(=O)(=O)c2cccc3nsnc23)CC(C)O1 (stereo unspecified)
→ -1.9%	-8.9%	i	7.7%	-6.5%	10.6	4.8%	11.6%	-46.8%[inhibitor][57.5 µM]
Cc1ccccc1NC(=O)c1c(C)oc2ccc(O)c(CN3CCOCC3)c12
→ 7.0%	·	·	-13.5%	·	·	-13.0%	20.0%	-23.6%
CC1=NN(c2ccc(C)cc2)C(=O)/C1=C\C=C\c1ccccc1
→ -12.6%	0.9%	i	5.7%	-1.7%	5.7	15.3%	-9.3%	-30.9%
CCCCOC(=O)N1CCOCCOCCN(C(=O)OCCCC)CCOCCOCC1
→ 11.8%	-0.3%	i	1.6%	3.3%	-8.3	?	33.5%	-3.5%[57.5 µM]
COc1ccc(C(=O)NCC(=O)OCc2ccc(F)cc2Cl)cc1OC
→ 11.3%	2.1%	i	2.6%	9.2%	4.8	6.4%	-16.7%	-4.9%
O=C(Cc1ccc(F)cc1)N1CCC(c2nc3c(nnn3Cc3ccc(Cl)cc3)c(=O)[nH]2)CC1
→ -14.4%	·	·	9.4%	·	·	?	?	-69.2%[inhibitor]
O=C(COC(=O)c1ccccc1Oc1ccccc1)NCc1ccco1
→ -7.7%	-1.7%	i	-11.5%	0.7%	?	-26.6%	32.0%	-21.7%
CN1C(=O)NC(NC(=O)C2CCCCC2)(C(F)(F)F)C1=O (stereo unspecified)
→ 11.9%	4.1%	i	4.4%	-7.5%	67.5	-2.3%	·	i
